IMP-1 inhibitor = blocks Pseudomonas aeruginosa IMP-1 metallo-beta-lactamase; inhibition, % at 5.6 µM; 290,000 compounds, 0.45% hits; purified IMP-1, nitrocefin hydrolysis, epi-absorbance fluorescence;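 active = inhibition above the mean plus 3 SD of all compounds in the same screening run, cut at about 4.5% in these data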;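 note: 0% = IMP-1 with DMSO and 100% = DMSO wells lacking enzyme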
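Assay system: purified IMP-1; Quantity: IMP-1 0.2 nM before substrate addition; Medium: HEPES buffer pH 7.1 with ZnSO4 and Brij 35; Incubation: 15 min enzyme–compound preincubation, then 25 min nitrocefin reaction, 25 °C; Signal: fluorescence quenching readout, ex 480/em 530 nm; Controls: DMSO with and without IMP-1; Repeats: singlicate testing.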
PHOSPHO1 inh = inhibitors of human PHOSPHO1 phosphatase | Q8TCT1 | recombinant PHOSPHO1, absorbance phosphatase assay | inhibition, % at 13.3 µM | 290,000 compounds, 1.1% hits; in the data active = inhibition above about 60%
Target sequence (Q8TCT1 whole entry, looked up): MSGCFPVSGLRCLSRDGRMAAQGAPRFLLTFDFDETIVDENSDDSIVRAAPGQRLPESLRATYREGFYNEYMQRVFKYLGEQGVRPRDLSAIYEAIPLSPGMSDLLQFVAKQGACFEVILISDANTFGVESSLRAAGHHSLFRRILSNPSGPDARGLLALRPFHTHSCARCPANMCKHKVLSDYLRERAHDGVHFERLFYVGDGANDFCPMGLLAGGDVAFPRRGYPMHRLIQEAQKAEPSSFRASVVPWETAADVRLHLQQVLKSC
IDE cell inh = inhibitors of human insulin-degrading enzyme in cells; P14735; AID 434962; HEK cells, FAbetaB cleavage, fluorescence polarization; inhibition, % at 5.59 µM; 320,000 compounds, 0.41% hits;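 active = percent inhibition above the average of all tested compounds plus 3 SD, set per screening campaign, cut at about 16% in these data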;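 note: IDE supplied by intact live HEK cells; FP after avidin binding of uncleaved biotin substrate so inhibition keeps polarization high; 0% = DMSO wells and 100% = 60 µM reference IDE inhibitor Ii1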
NALP1 yeast inh = inhibitors of NALP1 inflammasome in yeast; 280,000 compounds, 0.61% hits; inhibition, % at 10 µM; AID 2071; S. cerevisiae NALP1/ASC/caspase-1 growth, X-gal OD620, 72 h; in the data active = inhibition mostly above about 24%, no sharp cut-off; inactive = mostly below about 32%; note: some compounds called inactive have numbers as strong as hits
p-CIP stab down = compounds decreasing mouse p/CIP protein stability | Q05BA5 | F442A p/CIP-EGFP cells, EGFP fluorescence, 16 h | decrease of EGFP signal, % at 10 µM | 290,000 compounds, 0.01% hits;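 active = EGFP signal decrease of at least 30% at 10 µM or well 3 SD below plate mean, unless failing retest; inactive = the rest, including hits failing retest or dose response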; note: some compounds called inactive have numbers as strong as hits; many of its hits are not listed in these tables
IDE act = IDE (human) activation, cell-based; P14735; HEK cells, FAbeta-B cleavage, fluorescence polarization; 0% vehicle, 100% cell-free pure enzyme wells; activation, % at 5.96 µM; 340,000 compounds, 0.073% hits; AID 493087;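 active = activation above the mean of all tested compounds plus 3 SD, set per screening campaign, cut at about 17% in these data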
PfM18AAP inh = blocks P. falciparum M18 aspartyl aminopeptidase; 290,000 compounds, 1.2% hits; recombinant PfM18AAP, H-Glu-NHMec fluorogenic cleavage; inhibition, % at 7.35 µM;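 active = inhibition above the campaign mean inhibition over all tested compounds plus 3 SD, cut at about 28% in these data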;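 note: 0% = plate median of test compound wells and 100% = 2 mM ZnCl2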
VIM-2 inh = blocks Pseudomonas aeruginosa VIM-2 metallo-beta-lactamase | purified VIM-2, nitrocefin hydrolysis, epi-absorbance fluorescence | inhibition, % at 5.6 µM | 290,000 compounds, 0.89% hits | AID 1527;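 active = inhibition above the mean of all tested compounds plus 3 SD, cutoff set per screening run, cut at about 7.5% in these data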;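 note: red hydrolysis product quenches plate fluorescence so inhibitors raise well fluorescence; 0% = enzyme with DMSO and 100% = DMSO without enzyme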
GPR7 antagonist = blocks human GPR7 receptor signaling; AID 1861; GPR7-expressing cells, fluorescence antagonist assay; inhibition, % at 4.4 µM; 290,000 compounds, 1.1% hits; in the data active = inhibition above about 16%, passing the limit was not always enough;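 note: cells stimulated with the agonist NPW; 0% = agonist with vehicle and 100% = vehicle without agonist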
Target sequence (P48145 whole entry, looked up): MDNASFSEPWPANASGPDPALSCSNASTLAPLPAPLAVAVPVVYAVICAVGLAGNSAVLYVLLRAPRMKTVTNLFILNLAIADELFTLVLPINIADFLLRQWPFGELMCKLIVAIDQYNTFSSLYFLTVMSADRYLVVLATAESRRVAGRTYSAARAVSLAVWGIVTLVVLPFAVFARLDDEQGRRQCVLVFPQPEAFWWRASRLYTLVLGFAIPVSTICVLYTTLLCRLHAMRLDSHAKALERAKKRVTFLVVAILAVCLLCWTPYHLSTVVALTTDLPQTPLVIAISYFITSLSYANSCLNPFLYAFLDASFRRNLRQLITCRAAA
* marks the source's active call; other numbers are inactive results; . = no result given. Rows are unselected. About 5.3% of those tested had a hit in this group.

SMILES	IMP-1 inhibitor	PHOSPHO1 inh	IDE cell inh	NALP1 yeast inh	p-CIP stab down	IDE act	PfM18AAP inh	VIM-2 inh	GPR7 antagonist
O=C(COc1ccccc1Cl)Nc1ccc(C(=O)N2CCCCC2)cc1	-2.6	29	5	9	-4	3	-1	0.6	4
COc1ccc(/C=N/NC(=O)CNC(=O)c2ccc(S(=O)(=O)N3CCOCC3)cc2)cc1OC	-1.3	-13	-1	34	-1	-3	-3	-1.6	-9
NC1=NC(=Nc2ccc(S(N)(=O)=O)cc2)c2ccccc21	-1.5	-27	1	-22	-7	4	2	-1.7	-9
O=C(COC(=O)CNC(=O)c1ccccc1)Nc1ccc(S(=O)(=O)N2CCCC2)cc1	-2.1	-16	5	-7	17	1	0	-3.2	8
O=C(CCC(=O)N(CC(=O)NC1CCCCC1)c1ccccc1F)Nc1nccs1	-1.9	45	-9	4	-17	6	-7	-0.5	-8
Cc1ccc(-n2c(-c3ccccc3)cc(/C=N/NC(=O)CC#N)c2-c2ccccc2)cc1	-1.8	-16	0	26	22	.	2	-1.0	-9
O=C(CNC(=S)N(Cc1ccccc1F)C1CCCCC1)NCC1CCCO1 (stereo not drawn)	-2.7	-24	4	-6	-4	2	-15	-0.8	-1
COc1ccc(C(C(=O)NC2CCCC2)N(CCO)C(=O)Cn2nnc(-c3ccc(C)o3)n2)cc1OC (stereo not drawn)	-1.1	36	0	18	5	4	-6	-0.4	-19
CCCCCC(=O)Nc1nc(C)c(-c2csc(Nc3cc(Cl)ccc3OC)n2)s1	-1.6	89*	3	6	7	7	-2	-1.8	-1
O=C(COC(=O)C1CCCCC1)Nc1ccccc1OC(F)F	-3.7	-6	-9	18	-39	6	3	-1.1	-6
CCN=C1SC(CC(=O)Nc2sc(C)c(C)c2C(=O)OC)C(=O)N1CC (stereo not drawn)	-2.4	18	1	9	-1	6	-1	-3.1	-13
Cc1ccc2nsnc2c1S(=O)(=O)NCc1cccnc1	-2.6	29	-2	11	-19	3	-12	-5.0	-10
COc1ccccc1NC(=O)c1ccc(S(=O)(=O)NCc2ccco2)cc1	-2.1	15	2	21	-5	9	0	-4.2	0
O=C(Nc1cc(SCCO)cc([N+](=O)[O-])c1)c1ccco1	-1.0	-7	-7	37	-8	4	-12	0.1	-7
CC(C)c1ccc(C(=O)NCCCN(C)C)cc1	-1.0	0	0	10	4	4	-2	-2.2	-1
O=C(NNS(=O)(=O)c1ccccc1)C1CC(c2cccnc2)=NO1 (stereo not drawn)	-4.1	-16	2	6	6	7	3	-1.5	-11
O=C(NC1CCCCCCC1)c1cc(COc2ccc3ncccc3c2)on1	-4.2	48	.	20	1	-1	1	-3.1	-3
COc1ccc(CCNc2oc(COc3ccccc3F)nc2C#N)cc1OC	-0.6	-6	-2	4	0	0	-18	-0.2	9
Cc1ccc(C(C(=O)Nc2ccc3c(c2)OCO3)N(C)C(=O)Cc2c[nH]c3ccccc23)cc1 (stereo not drawn)	-3.6	-7	1	26	-10	3	0	-1.0	-4
CN1C(=O)NC(c2ccc([N+](=O)[O-])cc2)C2=C1CC(C)(C)CC2=O (stereo not drawn)	-2.5	38	-2	-11	-3	1	6	-5.0	-13
CCCc1cc(=O)[nH]c(SCc2nc3ccc([N+](=O)[O-])cc3[nH]2)n1	-1.9	-19	7	-2	-11	1	2	-0.5	-8
COc1ccc(CNC(=O)CCCn2nc(C)c([N+](=O)[O-])c2C)cc1	-1.6	-5	4	29	-5	3	3	-5.0	-1
O=C(c1cccs1)N1CCN(S(=O)(=O)c2ccc(F)cc2)CC1	-2.6	32	2	4	-12	.	3	-1.5	4
CCOc1ccc(C(c2c(O)nc(SC)n(C)c2=O)c2c(O)nc(SC)n(C)c2=O)cc1	-1.0	17	4	7	3	-3	-6	0.0	7

In a second layout: four of the compounds above
Fields: IMP-1 inhibitor, PHOSPHO1 inh, IDE cell inh, NALP1 yeast inh, p-CIP stab down, IDE act, PfM18AAP inh, VIM-2 inh, GPR7 antagonist
- O=C(COC(=O)C1CCCCC1)Nc1ccccc1OC(F)F
→ -3.7, -6, -9, 18, -39, 6, 3, -1.1, -6
- Cc1ccc2nsnc2c1S(=O)(=O)NCc1cccnc1
→ -2.6, 29, -2, 11, -19, 3, -12, -5.0, -10
- COc1ccccc1NC(=O)c1ccc(S(=O)(=O)NCc2ccco2)cc1
→ -2.1, 15, 2, 21, -5, 9, 0, -4.2, 0
- COc1ccc(CCNc2oc(COc3ccccc3F)nc2C#N)cc1OC
→ -0.6, -6, -2, 4, 0, 0, -18, -0.2, 9

(next part)
SMILES	IMP-1 inhibitor	PHOSPHO1 inh	IDE cell inh	NALP1 yeast inh	p-CIP stab down	IDE act	PfM18AAP inh	VIM-2 inh	GPR7 antagonist
CCC(C)C(NC(=O)c1ccccc1NC(=O)c1ccco1)C(=O)NNC(=O)c1ccncc1 (stereo not drawn)	-2.5	8	-6	-8	-6	1	-10	-3.0	-16
Cc1nc(-c2ccc(NC(=O)C3CCCCC3)cc2)cs1	-0.3	12	0	-1	-6	-3	-5	-3.7	0
CCC(C(=O)O)N1C(=O)c2ccccc2C1=O (stereo not drawn)	-2.0	-26	6	22	14	3	4	-1.2	-3
C=CCn1c(CNS(=O)(=O)c2ccc(Br)cc2)n[nH]c1=S	-1.3	-117	-2	-4	8	-13	18	-5.7	-14
CCOC(=O)c1cnc(COc2ccc(OC)cc2)[nH]c1=O	-1.9	20	1	-4	-9	5	-2	-3.4	-11
COc1cccc(CNC(=O)Cn2nc([N+](=O)[O-])c(Br)c2C)c1	-1.9	.	3	-14	-125	6	2	-1.1	-8
NC1=NC2(CCCCC2)N(c2ccc(F)cc2)C(N)=N1	-4.7	-1	0	-55	-3	2	-1	-3.6	-6
CCCn1c(SCC(=O)Nc2sc(C)c(C)c2C#N)nnc1C(C)C	-1.2	28	2	20	-13	6	0	-2.8	5
Cc1cc(F)c(F)c(C(=O)N2CCN(C)CC2)c1Cl	-4.7	-1	-6	10	-5	5	-4	-1.5	-16
C=CCOc1ccc(C2NC(=O)c3ccccc3O2)cc1 (stereo not drawn)	-2.9	25	4	4	-1	-2	2	-3.1	-21
COc1ccc(-c2csc3ncnc(Nc4ccc(O)cc4)c23)cc1	-1.2	46	-2	13	-6	-2	-10	1.1	2
C#CCOCCOCCOCCNc1nc(N2CCN(C(=O)Cn3cc(CCCN=C(N)N)nn3)CC2)nc(N2CCN(C(=O)[C@H](C)n3cc(CCCN=C(N)N)nn3)CC2)n1	-0.6	-16	-2	1	-5	5	3	0.0	-9
Cc1ccc(/C=N/n2c(-c3ccncc3)n[nH]c2=S)o1	-2.4	29	0	-9	-14	3	22	-0.8	-15
COc1ccc(C(=O)C2CCCN(Cc3cn(C)nc3-c3ccccc3)C2)cc1F (stereo not drawn)	-2.9	52	7	2	-15	-3	-1	-1.9	-1
Cc1cccc(CCNC(=O)C2CCCN(S(=O)(=O)c3cnc[nH]3)C2)c1 (stereo not drawn)	-3.8	14	1	33	-11	1	-1	-3.1	10
CCOC(=O)CNC(=O)Cn1cnc2c(oc3ccccc32)c1=O	0.4	41	2	26	4	2	0	-2.4	5
CN(Cc1cnn(C)c1)C(=O)c1cc2ccccc2oc1=O	-3.3	-3	-9	5	6	2	-9	-5.5	-8
CN1CCN(C(=S)NCCc2ccccc2)CC1	-1.4	-7	0	42	-5	-1	0	-0.8	-6
CCOC(=O)[C@H]1O[C@@H]1C(=O)N[C@@H](CC(C)C)C(=O)NCCC(C)C	0.3	20	2	-5	-2	6	3	0.2	4
CCOc1ccc(N=C/C=C/c2ccccc2)c(O)c1	-1.0	30	0	12	-1	2	27	-0.7	-2
Cc1ccc(C=C2C(Cl)=C(Cl)C(Cl)=C2Cl)cc1	2.5	-15	3	7	-4	.	6	-4.9	-11
COc1ccc(C2C(C(=O)NCCN(C)C)c3ccccc3C(=O)N2C)cc1OC (stereo not drawn)	-3.2	21	4	4	-5	1	3	-4.3	-3
COc1ccc(CNC(=O)C(C)N(C)Cc2cccc(F)c2)cc1 (stereo not drawn)	0.1	46	-5	13	-11	-3	-3	-0.7	2
CC(=O)C1=C(O)C(=O)N(c2ccc(S(=O)(=O)Nc3nccs3)cc2)C1c1ccc([N+](=O)[O-])cc1 (stereo not drawn)	-2.4	-7	-1	5	6	-1	12	-4.0	-6

Part of the list above in order of length of the SMILES, highest first.
SMILES	IMP-1 inhibitor	PHOSPHO1 inh	IDE cell inh	NALP1 yeast inh	p-CIP stab down	IDE act	PfM18AAP inh	VIM-2 inh	GPR7 antagonist
CC(=O)C1=C(O)C(=O)N(c2ccc(S(=O)(=O)Nc3nccs3)cc2)C1c1ccc([N+](=O)[O-])cc1 (stereo not drawn)	-2.4	-7	-1	5	6	-1	12	-4.0	-6
Cc1ccc(/C=N/n2c(-c3ccncc3)n[nH]c2=S)o1	-2.4	29	0	-9	-14	3	22	-0.8	-15
CN(Cc1cnn(C)c1)C(=O)c1cc2ccccc2oc1=O	-3.3	-3	-9	5	6	2	-9	-5.5	-8

Whole records, looked up by structure. Screens in order: IMP-1 inhibitor | PHOSPHO1 inh | IDE cell inh | NALP1 yeast inh | p-CIP stab down | IDE act | PfM18AAP inh | VIM-2 inh | GPR7 antagonist
Record of COc1ccc(C2C(C(=O)NCCN(C)C)c3ccccc3C(=O)N2C)cc1OC (stereo not drawn) → -3.2 | 21 | 4 | 4 | -5 | 1 | 3 | -4.3 | -3
Record of CCOC(=O)[C@H]1O[C@@H]1C(=O)N[C@@H](CC(C)C)C(=O)NCCC(C)C → 0.3 | 20 | 2 | -5 | -2 | 6 | 3 | 0.2 | 4

The list continues.
SMILES	IMP-1 inhibitor	PHOSPHO1 inh	IDE cell inh	NALP1 yeast inh	p-CIP stab down	IDE act	PfM18AAP inh	VIM-2 inh	GPR7 antagonist
CCCCCCCCCCOC(=O)Cn1c(COc2ccc(C)cc2)[n+](C)c2ccccc21	-3.5	30	0	25*	-11	22*	-10	-0.9	19
COc1ccc(N2CC(C(=O)N3CCc4ccccc43)CC2=O)cc1 (stereo not drawn)	-0.7	10	-2	3	-7	6	4	-0.4	-14
O=C(Nc1cc(Cl)cc(Cl)c1)c1ccno1	-2.2	29	-2	11	0	-3	1	-1.9	4
O=C(CCCN1C(=O)/C(=C\c2ccco2)SC1=S)Nc1cccc2ccccc12	3.1	-18	2	35	0	2	-5	-0.3	-9
O=C(C1CCN(c2ncnc3c2sc2cccc(F)c23)CC1)N1CCCC1	-3.7	8	4	15	-14	.	-17	13*	-9
Cc1ccn(CC(=O)N2CCCC(N3CCN(Cc4ccc5c(c4)OCO5)CC3)C2)n1 (stereo not drawn)	-4.3	51	0	2	-7	1	6	-2.2	-5
COc1ccc(NC(=S)NNC(=O)CCn2cc([N+](=O)[O-])cn2)cc1	-2.8	-77	8	-1	18	10	7	-0.3	-19
O=C(/C=C/c1ccc2c(c1)OCO2)NCc1ccco1	0.1	-5	12	23	3	4	6	-1.7	5

Screening data deposited in PubChem by several laboratories.
